Screening data from PubChem BioAssay.
PREPL inhibitor: human PREPL enzyme inhibition; inhibition, % at 5.96 µM; AID 2751; recombinant PREPL, fluorescence polarization activity-based probe; Q4J6C6; 320,000 compounds, 0.68% hits; in the data active means inhibition above about 43%;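 further: 0% = enzyme with DMSO and 100% = wells lacking enzyme; many of its hits are not listed in these tables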
GSTO1 counter: GSTO1 inhibition, counter-screen for RBBP9 inhibitors | recombinant GSTO1, activity-based probe fluorescence polarization | P78417 | inhibition, % at 5.96 µM | 300,000 compounds, 1.1% hits | AID 1974;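 active means inhibition above the campaign mean inhibition plus 3 SD, cut at about 35% in these data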;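 further: 0% = GSTO1-1 with DMSO and 100% = wells lacking GSTO1-1 enzyme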
Target sequence (P78417 whole entry, looked up): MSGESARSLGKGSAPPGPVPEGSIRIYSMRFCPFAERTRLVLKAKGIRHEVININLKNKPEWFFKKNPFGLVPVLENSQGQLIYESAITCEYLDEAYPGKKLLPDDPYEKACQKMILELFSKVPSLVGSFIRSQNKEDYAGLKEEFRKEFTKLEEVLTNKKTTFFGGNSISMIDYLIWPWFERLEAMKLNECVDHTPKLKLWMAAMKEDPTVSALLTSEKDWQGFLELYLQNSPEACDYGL
PAD4 inh: PAD4 (human) enzyme inhibition. Q9UM07. recombinant PAD4, RCA probe fluorescence polarization. inhibition, % at 6.36 µM. 330,000 compounds, 0.41% hits. AID 485272;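 active means percent inhibition above a cutoff equal to the mean of all tested compounds plus 3 SD, cut at about 15% in these data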;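 further: 0% = PAD4 with RCA probe and DMSO and 100% = probe without PAD4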
LYPLA1 inh: blocks human lysophospholipase 1, a PME1 counter-screen | O75608 | recombinant LYPLA1, FP-Rh probe fluorescence polarization | inhibition, % at 5.9 µM | 320,000 compounds, 0.16% hits;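 active means inhibition above the mean of all tested compounds plus 3 SD, set per campaign, cut at about 14% in these data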;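 further: inhibitors block serine hydrolase probe labeling of LYPLA1 so polarization falls; 0% = enzyme with DMSO and 100% = wells lacking LYPLA1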
Target sequence (O75608 whole entry, looked up): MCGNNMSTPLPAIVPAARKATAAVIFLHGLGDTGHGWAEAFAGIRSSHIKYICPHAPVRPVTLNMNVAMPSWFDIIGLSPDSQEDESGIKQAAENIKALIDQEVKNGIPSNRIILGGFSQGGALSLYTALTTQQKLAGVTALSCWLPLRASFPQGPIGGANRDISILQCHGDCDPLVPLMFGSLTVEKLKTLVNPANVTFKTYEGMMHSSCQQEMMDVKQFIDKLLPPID
EBNA-1 inh: blocks EBNA-1 binding to DNA | inhibition, % at 14.8 µM | 300,000 compounds, 0.34% hits | EBNA-1 DNA binding, fluorescence polarization; in the data active means inhibition above about 28%
PAFAH2 FP inh: PAFAH2 (human) inhibition. inhibition, % at 3.39 µM. recombinant PAFAH2, FP-rhodamine activity probe, fluorescence polarization. Q99487. 340,000 compounds, 0.99% hits;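 active means inhibition above the mean over all tested compounds plus 3 SD, cut at about 30% in these data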;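 further: inhibitors block probe labeling of enzyme so polarization drops; 0% = enzyme with DMSO and 100% = wells lacking PAFAH2 protein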
LYPLA2 counter: LYPLA2 (human) inhibition in PME1 counter-screen; 320,000 compounds, 0.38% hits; recombinant LYPLA2, FP-Rh probe fluorescence polarization; inhibition, % at 5.9 µM; AID 2177;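 active means inhibition above the screen-wide mean plus 3 SD, limit set per campaign, cut at about 26% in these data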;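 further: 0% = LYPLA2 with DMSO and 100% = wells lacking LYPLA2 enzyme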
Target sequence (O95372 whole entry, looked up): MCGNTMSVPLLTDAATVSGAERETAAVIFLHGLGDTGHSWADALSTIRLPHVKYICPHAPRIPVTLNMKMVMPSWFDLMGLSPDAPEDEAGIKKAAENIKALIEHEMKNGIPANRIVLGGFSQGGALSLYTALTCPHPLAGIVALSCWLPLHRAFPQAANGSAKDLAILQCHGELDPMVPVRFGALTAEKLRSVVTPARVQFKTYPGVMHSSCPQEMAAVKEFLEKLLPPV
PAFAH1B3 FP inh: blocks human PAF acetylhydrolase 1B catalytic subunit 3. Q15102. recombinant PAFAH1B3, FP-rhodamine probe, fluorescence polarization. inhibition, % at 3.39 µM. 340,000 compounds, 0.28% hits;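 active means inhibition above the screen-wide average of all tested compounds plus 3 SD, cut at about 25% in these data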;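 further: 0% = enzyme with DMSO only and 100% = wells lacking PAFAH1B3 protein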
Target sequence (Q15102 whole entry, looked up): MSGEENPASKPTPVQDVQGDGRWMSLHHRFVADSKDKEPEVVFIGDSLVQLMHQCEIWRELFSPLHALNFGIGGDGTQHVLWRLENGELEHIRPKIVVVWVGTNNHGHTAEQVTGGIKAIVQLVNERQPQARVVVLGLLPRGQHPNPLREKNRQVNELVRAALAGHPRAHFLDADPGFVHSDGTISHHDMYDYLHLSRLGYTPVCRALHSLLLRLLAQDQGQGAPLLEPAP
ZTA counter: ZTA (EBV) inhibition in EBNA-1 counter-screen; inhibition, % at 11 µM; 320,000 compounds, 0.15% hits; AID 2234; P03206; ZTA-DNA binding, fluorescence polarization; in the data active means inhibition above about 33%
* marks the source's active call; other numbers are inactive results; nt = not tested or not shown. A portion of the library, so the mix of outcomes need not match the whole.

SMILES | PREPL inhibitor | GSTO1 counter | PAD4 inh | LYPLA1 inh | EBNA-1 inh | PAFAH2 FP inh | LYPLA2 counter | PAFAH1B3 FP inh | ZTA counter
O=C1CC(c2ccccc2)CC(O)=C1C=NC1CCCCCC1 (stereo not drawn) | -10 | -1 | 0 | -2 | 2 | 13 | 2 | -10 | -7
CC(C)C(=O)N1CCN(c2nc(-c3ccccc3)c3c(c2C#N)CCCC3)CC1 | 20 | 3 | 0 | 4 | -14 | 0 | 2 | 1 | -15
COc1ccccc1N=c1oc2cc(O)ccc2cc1C(N)=O | 3 | -1 | -2 | 7 | -12 | 15 | 6 | 1 | -12
Nc1c(C(=O)c2ccc(Cl)cc2)sc2nsc(SCCN3CCOCC3)c12 | 10 | -1 | 7 | -2 | -2 | 7 | 6 | 3 | 7
Cc1c(NC(=O)c2ccc3ncccc3c2)c(=O)n(-c2ccccc2)n1C | -2 | 3 | 1 | -5 | -5 | -1 | -11 | 9 | 2
COc1ccc(/C=N/NC(=O)Cn2nc([N+](=O)[O-])cc2C)c(OC)c1OC | 16 | 8 | 6 | 0 | -10 | -1 | -5 | 10 | 2
O=C(c1ccc(-c2ccccc2)cc1)N1CCCC1 | 10 | 3 | -1 | -4 | 7 | 0 | 3 | 8 | 5
Cc1cc(=O)n2c3ccccc3n(CC(O)CN3CCN(CCO)CC3)c2c1C#N (stereo not drawn) | -9 | 2 | -1 | 1 | 0 | -3 | 0 | 4 | -4
COc1c(F)c(F)c(C(=O)O)c(Nc2ccc(C)cc2)c1F | 9 | 1 | 3 | 3 | -8 | 4 | 5 | 8 | -9
Cc1cc(C)nc(NCc2ccc(Cl)cc2)n1 | 1 | -4 | 8 | 3 | -5 | 2 | 6 | -2 | -38
CCn1cc(Br)c(C(=O)Nc2nccs2)n1 | -7 | 0 | 2 | -2 | 8 | -4 | -2 | 13 | 10
CN(c1ccc(C(=O)N2CCN(Cc3ccc4c(c3)OCO4)CC2)cc1)S(C)(=O)=O | 6 | 6 | -2 | 1 | -29 | 0 | -3 | 2 | -12
Cc1cccc(N2C(=O)c3cccc(Oc4ccc(Cl)cc4)c3C2=O)c1 | 3 | 1 | -2 | -4 | -10 | -6 | -1 | 6 | -3
CCCCC1=CC2=C(c3ccco3)C(=O)C(C)(OC(=O)c3ccc(OC)cc3)C(=O)C2=CN1CCc1ccccn1 (stereo not drawn) | 15 | 6 | 28* | 0 | 4 | 3 | 1 | 2 | 5
O=C1/C(=C\c2ccccn2)SC(=S)N1c1ccc(S(=O)(=O)Nc2nccs2)cc1 | 13 | 9 | -2 | -1 | 3 | 26 | 4 | 14 | -7
Cc1ccccc1N=Cc1cc2c(cc1[N+](=O)[O-])OCO2 | 8 | 11 | -1 | 0 | -3 | 7 | 6 | 5 | 2
COc1ccc(CNS(=O)(=O)NCc2ccccc2)cc1 | 7 | 7 | 6 | 1 | 2 | 4 | 1 | 6 | -5
COc1ccc(-c2nc(C)sc2CC(=O)O)cc1OC | -1 | -5 | -4 | 0 | -2 | 0 | -2 | 0 | -16
CC(C)(C)NC(=O)C(c1ccncc1)N(C(=O)c1csnn1)c1cccc2ccccc12 (stereo not drawn) | 12 | 10 | 0 | 0 | 2 | 1 | 2 | 7 | -10
COC(=O)c1cc2sc(Cl)cc2n1CC(=O)N1CCCc2ccccc21 | 3 | 4 | -2 | -2 | 16 | 1 | 5 | 9 | 12
Cc1ccc2c(c1)NC(=O)C(CC(=O)O)O2 (stereo not drawn) | 2 | -1 | 1 | 2 | -8 | 1 | 0 | 9 | -6
Cc1cc(NS(=O)(=O)c2ccc(NC(=O)COc3ccccc3Cl)cc2)no1 | -5 | 1 | -4 | 0 | 9 | 2 | -4 | 7 | 8
CCOC(=O)C1CCN(C(=O)CCNS(=O)(=O)c2ccc3c(c2)CCN3C(=O)CC)CC1 | 1 | -10 | -3 | 5 | -6 | 6 | 3 | 3 | -14
CSCCC(NC(=O)C1CCC(C)CC1)C(=O)Nc1ccc(NC(C)=O)cc1 (stereo not drawn) | -3 | 2 | -1 | 0 | 4 | 5 | 5 | 2 | 8
Cc1ccc(S(=O)(=O)CCC(=O)OCC(=O)c2c(C)[nH]c3ccccc23)cc1 | 16 | 3 | 3 | 5 | -4 | -4 | 9 | 2 | -6
The list continues:
SMILES | PREPL inhibitor | GSTO1 counter | PAD4 inh | LYPLA1 inh | EBNA-1 inh | PAFAH2 FP inh | LYPLA2 counter | PAFAH1B3 FP inh | ZTA counter
CN(Cc1ccccc1)Cc1c(F)cccc1F | 4 | 5 | 3 | -3 | 14 | -9 | 4 | 1 | 8
O=C(CSc1ccc2nnc(-c3ccccn3)n2n1)Nc1ccc(F)cc1 | -11 | -19 | -3 | -3 | 0 | 15 | 2 | 6 | 7
O=C(Nc1ccc(C2CCCCC2)cc1)C1CCN(c2ncccn2)CC1 | 7 | 1 | 0 | -3 | -1 | -8 | 5 | -3 | 0
Cc1nc(Cl)c(C(=O)NC(=O)Nc2cccc(C(F)(F)F)c2)c(C)c1[N+](=O)[O-] | -1 | 1 | -1 | -5 | -1 | -4 | 1 | -3 | 2
O=C1CC(c2ccc(S(=O)(=O)Nc3cc(C(F)(F)F)cc(C(F)(F)F)c3)cc2)CN1 (stereo not drawn) | 0 | -3 | 0 | -2 | 5 | 16 | 2 | 8 | -4
Cc1nc2ccc(NC(=O)c3nn(CC(C)C)c(=O)c4ccccc34)cc2s1 | 2 | -19 | 0 | -13 | -6 | -15 | -12 | 2 | -8
O=C(CSc1nc2ccccc2[nH]1)Nc1nc(-c2cccc(Br)c2)cs1 | -55 | -14 | 1 | -32 | -1 | 3 | -60 | 15 | 19
CCn1c(=O)n(CC(=O)N(C)Cc2ccccc2)c(=O)c2ccccc21 | -6 | 0 | -6 | -3 | 0 | -1 | -3 | 1 | -6
O=S(=O)(c1cccc(COc2c(Cl)cccc2Cl)c1)N1CCOCC1 | 24 | -6 | 0 | 1 | 3 | -3 | 4 | 11 | -17
COc1ccc(-c2nc(NC(=O)c3ccc(OCC(=O)N4CCOCC4)c(OC)c3)sc2C)cc1 | 13 | -5 | -5 | 4 | 0 | -16 | 5 | 9 | 14
Cc1ccccc1-n1nnnc1SCc1ncc(-c2ccccc2)o1 | -32 | 0 | -5 | 1 | -17 | -3 | -2 | 4 | -6
N#Cc1c(NC(=O)c2nc3ncccn3n2)sc2c1CCCCC2 | 2 | -9 | 0 | 2 | 8 | 12 | 3 | 2 | 13
COCCN1C(=O)c2oc3cc(C)c(C)cc3c(=O)c2C1c1ccc(O)cc1 (stereo not drawn) | 6 | 4 | 2 | -4 | -2 | 5 | -1 | 4 | -6
O=C1CC[C@H](O)CCN1[C@H](CSc1ccc(Br)cc1)Cc1ccccc1 | 14 | nt | -5 | 3 | nt | 5 | 0 | 7 | -5
COC(=O)c1[nH]c2ccccc2c1NC(=O)/C=C/c1ccc2c(c1)OCO2 | 13 | 2 | -2 | -2 | 23 | -11 | -3 | 6 | 27
CCCCCCSc1cccc(-c2nc3ccc(Cl)cn3c2NCc2ccccc2)c1 | 14 | 10 | 0 | -3 | -1 | 6 | 4 | 4 | -1
O=C(NC1(C(=O)NC2CCCCC2)CCCCC1)c1ccc2c(c1)OCO2 | -3 | 5 | 2 | -1 | 3 | 3 | 5 | 2 | 9
CCC(=O)N1CCN(c2ccc(Cl)cc2NC(=O)Cc2ccc(Cl)cc2)CC1 | 19 | 4 | 3 | 0 | 4 | 7 | -5 | -1 | 4
COC(=O)c1[nH]c(C)c(/C(O)=C2\C(=O)C(=O)N(CCN3CCOCC3)C2c2cccnc2)c1C (stereo not drawn) | 15 | -2 | 3 | 3 | 10 | -3 | 9 | 9 | -10
CCOc1ccccc1CN1CCNC(=O)C1CC(=O)NCCc1ccccn1 (stereo not drawn) | 17 | 2 | -6 | -1 | -9 | 1 | -2 | 0 | 5
CC(C)(C)c1nnc2sc(SCC(=O)N3CCc4ccccc43)nn2c1=O | -1 | -2 | 1 | 0 | -3 | -2 | -2 | -1 | 14
CCOC(=O)c1c(Nc2ccccc2)sc(/C=C2\C=Nc3ccccc32)c1O | 33 | 0 | 1 | 0 | 1 | -1 | 3 | -2 | -4
O=C(Cn1cc2c(n1)CCCC2)NCC1CCCO1 (stereo not drawn) | 9 | -6 | -1 | 2 | 2 | -5 | -2 | 7 | 5
COc1ccccc1CNCC(O)Cn1c2ccccc2c2ccccc21 (stereo not drawn) | 9 | -2 | 1 | -4 | 3 | 4 | -6 | 2 | -1
O=C(COC(=O)c1ccco1)c1ccc(F)cc1 | 5 | 8 | 1 | 4 | -4 | 10 | 0 | 0 | -13

Given as labelled records: part of the list above.
compound: CCC(=O)N1CCN(c2ccc(Cl)cc2NC(=O)Cc2ccc(Cl)cc2)CC1
  PREPL inhibitor = 19	GSTO1 counter = 4	PAD4 inh = 3	LYPLA1 inh = 0	EBNA-1 inh = 4	PAFAH2 FP inh = 7	LYPLA2 counter = -5	PAFAH1B3 FP inh = -1	ZTA counter = 4
compound: Cc1ccc(S(=O)(=O)CCC(=O)OCC(=O)c2c(C)[nH]c3ccccc23)cc1
  PREPL inhibitor = 16	GSTO1 counter = 3	PAD4 inh = 3	LYPLA1 inh = 5	EBNA-1 inh = -4	PAFAH2 FP inh = -4	LYPLA2 counter = 9	PAFAH1B3 FP inh = 2	ZTA counter = -6

Other results.
SMILES | PREPL inhibitor | GSTO1 counter | PAD4 inh | LYPLA1 inh | EBNA-1 inh | PAFAH2 FP inh | LYPLA2 counter | PAFAH1B3 FP inh | ZTA counter
N#CCCN(C(=O)Nc1ccccc1)c1ccccc1 | 0 | 3 | 4 | 0 | 5 | 7 | -4 | 5 | -3
O=C(Nc1cccc(C(F)(F)F)c1)c1ccc(Cn2cc(Br)cn2)o1 | 5 | -10 | 2 | -3 | -2 | 1 | -2 | -1 | -23
Cc1cccc(NC(=O)C2CCCN2S(=O)(=O)c2ccc(F)cc2)c1C (stereo not drawn) | 10 | 9 | 0 | 2 | 5 | -5 | -1 | -5 | 0
COc1cc(OC)c(NC(=S)Nc2cccc(C)c2)cc1Cl | 16 | 6 | 1 | -1 | 7 | -4 | 0 | -1 | -4
CCOC(=O)C1CCN(C(=O)Cn2nc(CC)n3cccc3c2=O)CC1 | 5 | -2 | -2 | 3 | -4 | 0 | 4 | 5 | 11
CC(=O)c1ccc(N2CCN(C(=O)C3CCN(S(=O)(=O)c4ccc5c(c4)CC(C)N5C(C)=O)CC3)CC2)cc1 (stereo not drawn) | 3 | 2 | 0 | 1 | -6 | 6 | 74* | 4 | -16
Cc1cccc(Nc2nnc(SCC(=O)Nc3ccccc3[N+](=O)[O-])s2)c1C | 21 | 7 | -4 | -2 | 8 | -3 | -1 | 1 | 3
CC[C@]12CCCN3CCc4c(n(c5ccccc45)C(=O)C1)C32 (stereo partly drawn) | 4 | 6 | -2 | -1 | 9 | nt | 1 | nt | 24
NC1=NC(=O)/C(=C\c2ccsc2)S1 | -6 | -3 | 1 | 0 | -5 | 0 | 0 | 14 | -2
O=C(COc1cccc2ccccc12)N/N=C/c1ccccc1OCc1ccc(C(=O)O)cc1 | -40 | -36 | -6 | -20 | 8 | 26 | -28 | 1 | 15
Cc1[nH]n(-c2ccccc2)c(=O)c1C(=O)c1ccccc1 | -7 | -6 | -5 | 2 | 0 | -1 | 12 | 12 | -5

Among those listed so far, three have a CF3 group:
SMILES | PREPL inhibitor | GSTO1 counter | PAD4 inh | LYPLA1 inh | EBNA-1 inh | PAFAH2 FP inh | LYPLA2 counter | PAFAH1B3 FP inh | ZTA counter
Cc1nc(Cl)c(C(=O)NC(=O)Nc2cccc(C(F)(F)F)c2)c(C)c1[N+](=O)[O-] | -1 | 1 | -1 | -5 | -1 | -4 | 1 | -3 | 2
O=C1CC(c2ccc(S(=O)(=O)Nc3cc(C(F)(F)F)cc(C(F)(F)F)c3)cc2)CN1 (stereo not drawn) | 0 | -3 | 0 | -2 | 5 | 16 | 2 | 8 | -4
O=C(Nc1cccc(C(F)(F)F)c1)c1ccc(Cn2cc(Br)cn2)o1 | 5 | -10 | 2 | -3 | -2 | 1 | -2 | -1 | -23
